# ANO1 block: mouse TMEM16A channel inhibition, primary screen; AID 588511; Q8BHY3; normalized B-score (activity score, 25-100; higher = stronger inhibition) at 10 µM; HEK293 TMEM16A/YFP iodide influx fluorescence, ionomycin; hit rate 1.2% among 310,000;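 active = ratio plate-corrected score three or more library SD toward inhibition, starting fluorescence score within five deviations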;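 note: score derived from kinetic fluorescence span divided by baseline fluorescence per well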
# ANO1 activ: mouse TMEM16A channel activation, primary screen; hit rate 0.3% among 340,000; B-score at 10 µM; HEK293 TMEM16A/YFP-H148Q/I152L, iodide quench fluorescence; hits give low values; Q8BHY3;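 active = fluorescence-ratio B-score plate-corrected deviation score at least 3 library SD below zero, with starting fluorescence score within 5 deviations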;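 note: channel opened by trigger with iodide after compound preincubation; score built on the fluorescence ratio of max minus min over baseline; more negative score means more quench and so TMEM16A activation or potentiation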
# KCNQ1 block: blocks the human KCNQ1 potassium channel. AID 2642. hit rate 1.3% among 310,000. P51787. B-score at 10 µM. CHO-K1 KCNQ1, FluxOR thallium flux fluorescence; hits give high values;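 active = compounds whose thallium flux B-score, printed positive for inhibition, exceeds three library SD while starting fluorescence stays within three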;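 note: channel opened by potassium depolarization with thallium stimulus after 20 min compound exposure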
# TRPC4 agonist: opens the mouse TRPC4 cation channel | Q9QUQ5 | HEK293 TRPC4beta/mu-opioid, Fluo4 calcium fluorescence; hits give high values | B-score at 10 µM | hit rate 0.49% among 310,000 | AID 2237;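 active = B-score above 5 SD of library B-scores, and initial fluorescence ratio not above library mean plus 5 SD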;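 note: positive B-score marks a calcium rise read as TRPC4 activation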
#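 Material: HEK293 stable line with TRPC4beta plus mu-opioid receptor; technique: Fluo4 calcium-sensitive dye fluorescence, kinetic, 1 Hz baseline; timing: Fluo4 dye loading 45 min at room temperature, 110 s recording; controls: assay buffer as low control, maximal DAMGO as high control; read-out: integrated baseline-normalised fluorescence ratio, converted to per-well B score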
# TRPC4 potent: allosterically enhances the mouse TRPC4 cation channel | Q9QUQ5 | B-score at 10 µM | AID 2227 | HEK293 TRPC4beta/mu-opioid, DAMGO EC20, Fluo-4 Ca2+ flux; hits give high values | hit rate 0.42% among 310,000;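 active = B-score of calcium response area above 5 SD of library B-scores, with initial fluorescence ratio within 5 SD of library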;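 note: B-score of integrated fluorescence ratio over time as area under calcium response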
# KCNK9 block: inhibitors of human KCNK9 two-pore domain potassium channel. Q9NPC2. HEK293 KCNK9, FluxOR thallium flux fluorescence; hits give low values. B-score at 10 µM. hit rate 1.2% among 310,000;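 active = ratio B-score over 3 SD below the library mean, with starting fluorescence within 5 SD of its mean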;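 note: negative B-score means less thallium flux so channel inhibition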
# KCNQ1 act: potentiates or activates the human KCNQ1 potassium channel. P51787. AID 2648. hit rate 0.35% among 310,000. B-score at 10 µM. CHO-K1 KCNQ1, thallium flux FluxOR fluorescence; hits give high values;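 active = fluorescence ratio B-score, a plate-corrected score, at least three library SD, with initial intensity B-score within 5 SD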
#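 System: Stable KCNQ1 CHO-K1 line | Incubation: 90 min dye loading and 20 min compound exposure, both at room temperature | Measure: Ratio B score | Medium: Assay buffer for compound exposure, DMSO matched across wells | Compound dosing: Single-concentration screen | Probe or stimulus: K+/Tl+ depolarizing stimulus | Measured by: Kinetic FluxOR fluorescence, 10 s baseline plus 110 s post-stimulus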
# Dyrk1A ADPGlo: inhibitors of rat Dyrk1A kinase; hit rate 0.43% among 310,000; inhibition, % at 12.5 µM; Q63470; ADP-Glo luminescence, NFATc1 peptide; in the data active = inhibition above about 50%;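 note: plate controls were vehicle with enzyme for no effect and no enzyme for full effect; many of its hits are not listed in these tables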
# KCNK3 block: human KCNK3 channel inhibition, primary screen; CHO-KCNK3 thallium flux, FluxOR fluorescence; hits give low values; B-score at 10 µM; hit rate 0.84% among 340,000;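 active = B-score under library mean minus 4 SD, starting fluorescence ratio at most library mean plus 5 SD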;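 note: more negative B-score means stronger inhibition of thallium flux through KCNK3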
# Target sequence (O14649 whole entry, looked up): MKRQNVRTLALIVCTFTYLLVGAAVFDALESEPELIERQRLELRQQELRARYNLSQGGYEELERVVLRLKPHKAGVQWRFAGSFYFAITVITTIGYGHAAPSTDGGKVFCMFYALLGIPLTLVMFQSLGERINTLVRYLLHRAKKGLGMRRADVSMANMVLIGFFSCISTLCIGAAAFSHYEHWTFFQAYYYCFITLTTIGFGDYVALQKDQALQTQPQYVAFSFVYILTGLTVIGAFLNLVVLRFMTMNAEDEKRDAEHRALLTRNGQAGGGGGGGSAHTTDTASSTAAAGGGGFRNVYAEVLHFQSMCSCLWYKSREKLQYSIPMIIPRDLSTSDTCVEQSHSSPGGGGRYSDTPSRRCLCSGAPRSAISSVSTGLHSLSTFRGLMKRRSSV
# HDAC3 inh: blocks human histone deacetylase 3 | hit rate 0.15% among 320,000 | O15379 | inhibition, % at 8.3 µM | recombinant HDAC3, fluorogenic peptide/trypsin coupled, fluorescence | AID 2718; in the data active = inhibition above about 26%, passing the limit was not always enough
# Target sequence (O15379 whole entry, looked up): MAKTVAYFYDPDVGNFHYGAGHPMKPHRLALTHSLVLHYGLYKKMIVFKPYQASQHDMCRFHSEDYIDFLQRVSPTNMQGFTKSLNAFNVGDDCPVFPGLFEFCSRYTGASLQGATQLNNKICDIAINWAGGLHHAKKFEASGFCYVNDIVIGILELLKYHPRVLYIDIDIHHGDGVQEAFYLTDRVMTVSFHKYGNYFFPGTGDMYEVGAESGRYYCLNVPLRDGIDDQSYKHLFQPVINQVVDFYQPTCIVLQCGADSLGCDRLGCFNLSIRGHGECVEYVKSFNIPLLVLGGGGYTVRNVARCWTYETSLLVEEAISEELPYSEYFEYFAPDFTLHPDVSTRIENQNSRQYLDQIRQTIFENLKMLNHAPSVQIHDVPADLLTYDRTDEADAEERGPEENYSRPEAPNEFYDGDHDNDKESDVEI
# hERG protect: compounds protecting human hERG from proarrhythmic drug block; activation (rescue from dofetilide block), less the hit threshold, % at 10 µM; AID 1511; hit rate 0.51% among 310,000; Q12809; CHO-hERG, FluxOR thallium flux, dofetilide IC70 present;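 active = activation above the mean of controls blocked by dofetilide plus 5 SD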;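 note: thallium influx through hERG after potassium depolarization seen as dye fluorescence rise; in these data hits start at about 4.7%; inactives centre near -7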
# Active calls of the source: *; i = inactive; . = no result given.
SMILES,ANO1 block,ANO1 activ,KCNQ1 block,TRPC4 agonist,TRPC4 potent,KCNK9 block,KCNQ1 act,Dyrk1A ADPGlo,KCNK3 block,HDAC3 inh,hERG protect
CC(C)(C)NC(=O)NC(=O)CN1CCCc2ccccc21,i,i,i,i,i,i,i,.,i,3,-9
COc1ccccc1C(CNC(=O)CCNC(=O)c1ccccc1Cl)N1CCCC1 (configuration not stated),i,i,i,i,i,i,i,5,i,-1,-11
O=C(NC(=S)NCCC1=CCCCC1)c1cncc(Br)c1,i,i,i,i,i,i,i,3,i,0,-1
COc1ccc(C(=O)NCC2(c3ccccc3)CCOCC2)cc1[N+](=O)[O-],i,i,i,i,i,i,i,-4,i,-5,-2
O=C(Nc1ccc(O)c2c(=O)cc(-c3cccc(Cl)c3)oc12)c1ccc(F)cc1,i,i,i,i,i,i,i,8,i,3,-7
O=C(CSc1nnc(SCc2ccc(Cl)cc2)s1)c1ccc2c(c1)OCO2,i,i,i,i,i,i,i,.,i,.,-5
COc1ccccc1C(c1nnnn1C1CCCC1)N1CCN2CCCC2C1 (configuration not stated),i,-12*,i,i,i,i,i,1,i,-2,-12
O=C(Cn1cnc2sc3c(c2c1=O)CCCC3)NCC(=O)Nc1c(F)cc(F)cc1Br,i,i,i,i,i,i,i,-3,i,2,-6
CCn1c(=O)c2cc(C(=O)N3CCOCC3)sc2c2ccccc21,i,i,i,i,i,i,i,1,i,-5,-11
COc1ccc(C(=O)N2CCN(Cc3ccccc3)CC2)cc1[N+](=O)[O-],i,i,i,i,i,i,i,2,i,15,-2
COc1ccc(C(=O)OCC(=O)Nc2cccc(C(C)=O)c2)c(OC)c1OC,i,i,i,i,i,i,i,5,i,5,-3
Cc1cc(-c2ccc3ccccc3c2)n2ncnc2n1,i,i,i,i,i,i,i,1,i,-112,-8
Cc1nn(CC(=O)NC2CCC(C)CC2)c(=O)c(C#N)c1C (configuration not stated),i,i,i,i,i,i,i,-1,i,-6,-6
CCOc1ccccc1C(=O)NN1CCOCC1,i,i,i,i,i,i,i,-3,i,3,-6
COc1ccccc1NC(=O)C1CCCN(c2cnccn2)C1 (configuration not stated),i,i,i,i,i,i,i,-1,i,.,-7
O=C(NNc1nc(-c2ccc(F)cc2)cs1)c1ccccc1,i,i,i,i,i,i,i,.,i,0,-6
CC(=NCCCn1ccnc1)C1=C(O)c2ccccc2C1=O,i,i,i,i,i,i,i,45,i,5,1
O=C(O)CC/C(=C\c1cc([N+](=O)[O-])ccc1Cl)c1nc2ccccc2s1,i,i,i,i,i,i,i,20,i,5,-17
COC(=O)c1ccc(NC(=O)CSc2nn3c(=O)c(C)nnc3s2)cc1,i,i,i,i,i,i,i,-7,i,1,-8
O=C(Nc1ccc(/C=C/c2nc3ccccc3o2)cc1)c1c(F)cccc1F,i,i,i,i,i,i,i,9,i,-5,-6
CC(=O)Nc1ccc(N(C(=O)c2ccco2)C(C(=O)NC2CCCCC2)c2ccccc2)cc1 (configuration not stated),i,i,i,i,i,i,i,1,i,-5,-6
CC1(C)C(=O)OC(c2cc(Br)ccc2O)C(C)(C)C1=O (configuration not stated),i,i,i,i,i,i,i,18,i,0,-13
Cc1ccccc1-c1noc(-c2ccccc2C(=O)O)n1,i,i,i,i,i,i,i,-5,i,0,-10
S=c1[nH]c2cc3c(cc2[nH]1)OCCO3,i,i,i,i,i,i,i,5,i,3,-4
Cc1ccc(CN2CCC(CNC(=O)c3ccc(NC(=O)C4=CSCCO4)cc3)CC2)cc1,i,-27*,i,i,i,i,i,-4,i,1,-5

# Filtered by structure: those above containing an aryl methoxy group
SMILES,ANO1 block,ANO1 activ,KCNQ1 block,TRPC4 agonist,TRPC4 potent,KCNK9 block,KCNQ1 act,Dyrk1A ADPGlo,KCNK3 block,HDAC3 inh,hERG protect
COc1ccccc1C(CNC(=O)CCNC(=O)c1ccccc1Cl)N1CCCC1 (configuration not stated),i,i,i,i,i,i,i,5,i,-1,-11
COc1ccc(C(=O)NCC2(c3ccccc3)CCOCC2)cc1[N+](=O)[O-],i,i,i,i,i,i,i,-4,i,-5,-2
COc1ccccc1C(c1nnnn1C1CCCC1)N1CCN2CCCC2C1 (configuration not stated),i,-12*,i,i,i,i,i,1,i,-2,-12
COc1ccc(C(=O)N2CCN(Cc3ccccc3)CC2)cc1[N+](=O)[O-],i,i,i,i,i,i,i,2,i,15,-2
COc1ccc(C(=O)OCC(=O)Nc2cccc(C(C)=O)c2)c(OC)c1OC,i,i,i,i,i,i,i,5,i,5,-3
COc1ccccc1NC(=O)C1CCCN(c2cnccn2)C1 (configuration not stated),i,i,i,i,i,i,i,-1,i,.,-7

# More entries:
SMILES,ANO1 block,ANO1 activ,KCNQ1 block,TRPC4 agonist,TRPC4 potent,KCNK9 block,KCNQ1 act,Dyrk1A ADPGlo,KCNK3 block,HDAC3 inh,hERG protect
CC(=O)c1cccc(Nc2cc(C)nc3ccc(C)cc23)c1,i,i,i,i,i,i,i,2,i,-2,-14
COc1ccc(NC(=O)CSCCc2ccccn2)cc1OC,i,i,i,i,i,i,i,4,i,5,-14
Cc1ccc(C)c(S(=O)(=O)C(C#N)c2nc3ccccc3nc2N2CCOCC2)c1 (configuration not stated),25*,i,i,i,i,i,i,-2,i,-13,-6
O=c1c2ccccc2[nH]c(=S)n1Cc1ccccc1,i,i,i,i,i,i,i,15,i,1,-5
Cc1ccc(NC(=O)CCCCCNS(=O)(=O)c2ccc(C)cc2)cc1,i,i,i,i,i,i,i,-2,i,1,-2
CCOc1ccc(C(=O)Nc2c(C(=O)N3CCC(N4CCCCC4)CC3)oc3ccccc23)cc1,i,i,i,i,i,i,i,-3,i,4,-15
CC(=O)Nc1cccc(C(=O)/C=C/c2ccc(Br)cc2)c1,i,i,i,i,i,i,i,-2,i,3,-17
CCOC(=O)C1=C(C)C(c2ccccc2OC)NC(=O)N1 (configuration not stated),i,i,i,i,i,i,i,5,i,0,-2
CC(=O)c1cccc(NC(=O)c2cc(C)nn2-c2ccccc2)c1,i,i,i,i,i,i,i,-3,i,0,-8
Cc1ccc(NS(=O)(=O)c2cc(C(=O)N3CCOCC3)ccc2C)cc1C,i,i,i,i,i,i,i,-5,i,-1,-5
Cc1ccc2c(c1)N(CC(=O)NC1CCCC1)C(=O)CO2,i,i,i,i,i,i,i,0,i,7,-5
COc1ccc(CN(Cc2ccccn2)C(=O)CN2C(=O)COc3ccccc32)cc1,i,i,i,i,i,i,i,-2,i,0,-14
CC(C)(C)NC(=O)C(c1cccnc1)N(C(=O)c1ccc(Cl)nc1)C1CCCC1 (configuration not stated),i,i,i,i,i,i,i,-1,i,3,-8
N/C(COc1cccc(Cl)c1)=N\NS(=O)(=O)c1ccccc1,i,i,i,i,i,i,i,0,i,-3,-12
CCOc1cc(C2C3=C(CC(C)(C)CC3=O)OC3=C2C(=O)CC(C)(C)C3)cc([N+](=O)[O-])c1O,i,i,i,i,i,i,i,-2,i,1,-21
COc1ccc(CCNC(=O)COC(=O)/C=C/c2ccc(OCC#N)c(OC)c2)cc1,i,i,i,i,i,i,i,-4,i,1,-12
CC1(C)CC(NC(=O)c2cccc(Cl)c2)CC(C)(C)N1,i,i,i,i,i,i,i,-9,i,0,-3
CC(Sc1nc(N2CCOCC2)c2c(c1C#N)CC(C)(C)OC2)C(=O)O (configuration not stated),i,i,i,i,i,i,i,1,i,11,-5
Cc1cc(C)n2nc(-c3ccco3)nc2n1,i,i,i,i,i,i,i,.,i,-51,-11
Cc1ccnc(NS(=O)(=O)c2ccc(NS(=O)(=O)c3ccc([N+](=O)[O-])cc3)cc2)n1,i,i,i,i,i,i,i,-2,i,-2,-5
COc1ccc(OC)c(CCNC(=O)c2cccc(NC3=NC4CS(=O)(=O)CC4S3)c2)c1 (configuration not stated),i,i,i,i,i,i,i,-1,i,.,-10
Cc1ccc(SCc2nc(-c3ccncc3)no2)cc1,i,i,i,i,i,i,i,-2,i,1,-6
Cc1nc(C)n(CCNC(=O)c2ccco2)n1,i,i,i,i,i,i,i,3,i,-2,-8
Cc1ccc(S(=O)(=O)N2c3ccc(S(N)(=O)=O)cc3CC2C)cc1 (configuration not stated),i,i,i,i,i,i,i,5,i,-3,-9
CC(=O)N1CCN(C(=O)CCc2nc3ccccc3c(=O)[nH]2)CC1,i,i,i,i,i,i,i,5,i,1,-12

# (cont.)
SMILES,ANO1 block,ANO1 activ,KCNQ1 block,TRPC4 agonist,TRPC4 potent,KCNK9 block,KCNQ1 act,Dyrk1A ADPGlo,KCNK3 block,HDAC3 inh,hERG protect
CC1CN(C(=O)CCC(=O)NCc2ccc(Cl)cc2)c2ccccc2O1 (configuration not stated),i,i,i,i,i,i,i,4,i,17,-14
Cc1cc(C)c(NC(=S)N(C)C)c(C)c1,i,i,i,i,i,i,i,1,i,1,0
COc1ccccc1N(CC(=O)NCCSCc1ccccc1Cl)S(C)(=O)=O,i,i,i,i,i,i,i,-6,i,-3,-6
CCNc1ccc(P(=O)(c2ccccc2)c2ccccc2)cc1,i,i,i,i,i,i,i,-3,i,6,-8
COc1ccccc1CN1C(=NC(=O)C2CCCCC2)SC2CS(=O)(=O)CC21 (configuration not stated),i,i,i,i,i,i,i,-6,i,5,-6
Cc1c(C)n2c(SCC(=O)N3CCOCC3)nnc2[nH]c1=O,i,i,i,i,i,i,i,-2,i,0,-3
COc1cccc(C(=O)N2CCOCC2)c1OC,i,i,i,i,i,i,i,.,i,4,-1
C=CCN1CC(O)=C(c2nc3ccccc3[nH]2)C1=N,i,i,i,i,i,i,i,3,i,2,-8
CC(NC(=O)c1ccc(Cl)cc1)C1CC2CCC1C2 (configuration not stated),i,i,i,i,i,i,i,.,i,1,-3
COc1ccc(-n2c(CN3CCN(c4ccccc4)CC3)nc3ccc([N+](=O)[O-])cc3c2=O)c(OC)c1,i,i,i,i,i,i,i,-2,i,9,-4
Cc1c(N(C(=O)CNC(=O)c2ccccc2)C2(C(=O)NC3CCCC3)CCCCC2)c(=O)n(-c2ccccc2)n1C,i,i,i,i,i,i,i,-3,i,5,-5
Cc1occc1C(=O)Nc1ccc2c(c1)CCC2,i,i,i,i,i,i,i,2,i,2,-7
Clc1ccc(OCCCN2CCCC2)cc1Cl,i,i,i,i,11*,i,i,3,i,-6,-13
C/C(=N\Nc1cc(N2CCOCC2)ncn1)c1ccc(O)cc1,i,i,i,i,i,i,i,36,i,1,-4

# Screening results deposited in PubChem by several laboratories.

# The list is partial; rates above refer to the full screens.
